# APP 5'UTR act: APP 5'UTR luciferase reporter activation; SH-SY5Y APP 5'UTR luciferase reporter, luminescence; zero percent = DMSO vehicle wells; activation, % at 2 µM; actives 1% (n = 190,000); AID 1276;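 active = activation above a set limit, based on mean plus 3 SD of controls, cut at about 140% in these data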; also: values of inactives mirror those of a sister screen read the other way
# NF-kB expr up: compounds increasing NF-kB expression in human neuronal cells. NF-kB reporter expression; hits give high values. fold change at 12.5 µM. actives 1.6% (n = 190,000); in the data active = fold change above about 3.3
# STAT1 act: increases IFN-gamma driven STAT1 reporter signal; activation (% of control), % at 5.5 µM; actives 2.6% (n = 200,000); NIH 3T3 STAT1-luciferase reporter, luminescence; 100% = IFN-gamma alone, no compound; AID 932;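 active = activation above the screen-wide mean activation plus 3 SD, cut at about 130% in these data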;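 also: raw ratio to IFN-gamma control signal so 100% means no change and 0% no light; values of inactives mirror those of a sister screen read the other way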
# STAT1 inh: reduces IFN-gamma driven STAT1 reporter signal. NIH 3T3 STAT1-luciferase reporter, luminescence. inhibition, % at 5.5 µM. actives 0.35% (n = 200,000). AID 920;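 active = inhibition above a set limit, the mean inhibition across all tested compounds plus 3 SD, cut at about 34% in these data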;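 also: 0% = IFN-gamma with DMSO and 100% = IFN-gamma with 300 µM nifuroxazide; values of inactives mirror those of a sister screen read the other way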
# STAT3 act: activators of IL-6 induced STAT3 signaling | U3A cells, IL-6 STAT3-luciferase reporter, luminescence; 100% = signal with IL-6 EC80 alone | activation (% of control), % at 5.6 µM | actives 0.91% (n = 190,000) | AID 871;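 active = activation above the screen-wide mean of compound activation plus 3 SD, cut at about 130% in these data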;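 also: 0% = background luminescence of wells with medium and substrate only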
#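 Material: human U3A cells carrying STAT3-luciferase construct. Measured by: reporter luminescence signal. Timing: compound 1 h, then IL-6 6 h at 37 °C.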
# Hsp70 act: transcriptional activators of Hsp70; HeLa Hsp70 promoter luciferase reporter, luminescence; scaled: vehicle 0, proteasome-inhibitor control 100%; activation, % at 10 µM; actives 0.04% (n = 200,000);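 active = activation above the mean across all tested compounds plus 3 SD, cutoff set per campaign, cut at about 5.5% in these data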;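 also: 100% = MG132 at 30 µM as the positive control and 0% = DMSO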
# STAT3 blocker: reduces IL-6 driven STAT3 reporter signal; actives 0.89% (n = 190,000); AID 862; inhibition, % at 5.5 µM; U3A cells, IL-6 STAT3-luciferase reporter, luminescence; host cell line lacks STAT1;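 active = inhibition above the mean inhibition across all screened compounds plus 3 SD, cut at about 44% in these data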;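 also: 0% = DMSO only wells and 100% = 100 µM nifuroxazide control wells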
# RAM inhibit: inhibitors of the yeast RAM network | inhibition, % at 50 µM | S. cerevisiae dse1pr::URA3 reporter, 5-FOA growth OD615, 2 d; analog-sensitive cbk1-as2 kinase mutant strain | actives 1.8% (n = 190,000) | AID 868;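 active = inhibition above a set limit, 3 SD over mean compound inhibition, cut at about 8.4% in these data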;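 also: 0% = DMSO-only wells with no growth and 100% = 10 µM 1-NA-PP1 full growth; inhibition rescues growth on 5-FOA so higher OD means more RAM inhibition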
# APP 5UTR inh: APP translation inhibition | SH-SY5Y APP 5'UTR-luciferase reporter, luminescence | inhibition, % at 2 µM | actives 0.82% (n = 190,000) | AID 1285;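 active = inhibition above a set limit, derived from the sample mean plus 3 SD, cut at about 45% in these data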; also: values of inactives mirror those of a sister screen read the other way
# FLuc inh counter: counter-screen for luciferase assay inhibitors: firefly luciferase inhibition. P08659. ATPLite firefly luciferase biochemical luminescence, 10 min. inhibition, % at 10 µM. actives 1.5% (n = 200,000);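 active = inhibition above about 50% when tested at 10 µM, limit read from the data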
# Target sequence (P08659 whole entry, looked up): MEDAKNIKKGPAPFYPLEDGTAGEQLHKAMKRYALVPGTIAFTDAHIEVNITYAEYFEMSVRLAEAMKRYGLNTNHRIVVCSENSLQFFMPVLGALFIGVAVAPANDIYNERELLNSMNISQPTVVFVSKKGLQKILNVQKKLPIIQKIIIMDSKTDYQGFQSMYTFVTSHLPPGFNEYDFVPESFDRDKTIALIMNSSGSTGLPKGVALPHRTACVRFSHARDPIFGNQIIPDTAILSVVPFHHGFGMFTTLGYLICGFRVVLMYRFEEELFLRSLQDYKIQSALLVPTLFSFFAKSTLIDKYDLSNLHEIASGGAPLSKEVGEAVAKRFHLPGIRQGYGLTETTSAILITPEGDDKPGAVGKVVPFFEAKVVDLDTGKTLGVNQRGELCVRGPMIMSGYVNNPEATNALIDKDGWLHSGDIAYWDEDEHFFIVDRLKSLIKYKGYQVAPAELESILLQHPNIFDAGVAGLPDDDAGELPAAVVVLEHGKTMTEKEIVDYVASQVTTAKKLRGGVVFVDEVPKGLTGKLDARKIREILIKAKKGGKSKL
# Starred values were filed as active, the others as inactive; . = not tested or not shown.
# Screens by letter: A = APP 5'UTR act; B = NF-kB expr up; C = STAT1 act; D = STAT1 inh; E = STAT3 act; F = Hsp70 act; G = STAT3 blocker; H = RAM inhibit; I = APP 5UTR inh; J = FLuc inh counter
C=CCC1c2cccc(C(=O)O)c2C(=O)N1c1ccc(F)cc1 (stereo unspecified)
  A = -6; B = 0.9; C = 96; D = 5; E = 91; F = 0.2; G = 15; H = -0.9; I = 6; J = 0

Cc1nnc2sc(-c3ccc(NC(=O)CSc4ccc(Cl)cc4)cc3)nn12
  A = 11; B = 0.81; C = 103; D = -3; E = 101; F = -0.2; G = 3; H = 8.0; I = -11; J = -4

CC(=O)NC(CCS(C)(=O)=O)C(=O)Nc1cc(C)on1 (stereo unspecified)
  A = 8; B = .; C = 93; D = 8; E = 101; F = -0.3; G = 4; H = .; I = -8; J = -5

CCCC(=O)Nc1ccc2nc(SCC(=O)N3CCCC3)sc2c1
  A = -7; B = 1.1; C = 96; D = 3; E = 101; F = 0.0; G = 1; H = 2.9; I = 7; J = -3

CCc1nnc(NC(=O)Nc2ccc(Cl)cc2)s1
  A = 26; B = 1.7; C = 126; D = -29; E = 96; F = -0.2; G = 9; H = 4.7; I = -26; J = -5

CN(C)CCC(=O)c1ccc2c(c1)OCO2
  A = -13; B = 1.1; C = 100; D = 0; E = 103; F = 0.0; G = -3; H = -1.7; I = 13; J = -3

Cc1ccc(C)c(S(=O)(=O)NCCOC(=O)Nc2sc(=S)n(C)c2C)c1
  A = -18; B = 1.2; C = 106; D = -4; E = 99; F = -0.3; G = 2; H = 0.5; I = 18; J = -4

CC(=O)Nc1cccc(NC(=O)CSc2ccc(-c3cccnc3)nn2)c1
  A = -2; B = 1.4; C = 105; D = -5; E = 140*; F = -0.1; G = -51; H = 0.2; I = 2; J = 6

CCCCCOC(=O)c1ccc(N2C(=O)C3C4C=CC(C4)C3C2=O)cc1 (stereo unspecified)
  A = -8; B = 0.86; C = 92; D = 10; E = 90; F = -0.4; G = 13; H = 2.1; I = 8; J = 4

CC(=O)N(c1ccccc1)c1c(F)c(F)c(F)c(F)c1F
  A = -20; B = 1.4; C = 104; D = -4; E = 110; F = 0.2; G = -10; H = 0.5; I = 20; J = 1

CCn1c2ccccc2c2cc(/C=N/NC(=O)c3ccccc3)ccc21
  A = 1; B = 1.2; C = 102; D = -2; E = 77; F = -0.3; G = 32; H = -0.2; I = -1; J = -3

O=C(CCn1cccc1)NCc1ccc(Cl)cc1
  A = 11; B = 1.1; C = 99; D = 1; E = 102; F = 0.0; G = -2; H = -0.1; I = -11; J = -6

CC1CCC(=C(C#N)c2nc(-c3cc4ccccc4oc3=O)cs2)CC1 (stereo unspecified)
  A = 21; B = 0.71; C = 99; D = 1; E = 104; F = -0.2; G = 3; H = 5.4; I = -21; J = 10

O=[N+]([O-])c1ccccc1SN(Cc1ccccc1)c1ccccn1
  A = 6; B = 1.1; C = 102; D = -3; E = 107; F = -0.3; G = -6; H = 5.9; I = -6; J = -2

COc1ccc(CN(C(=O)c2ccco2)c2ccccc2)cc1
  A = 8; B = 0.75; C = 102; D = -1; E = 109; F = -0.4; G = -8; H = 1.0; I = -8; J = -4

# Whole records from above. Screens in order: APP 5'UTR act | NF-kB expr up | STAT1 act | STAT1 inh | STAT3 act | Hsp70 act | STAT3 blocker | RAM inhibit | APP 5UTR inh | FLuc inh counter
# Listed for `CC(=O)N(c1ccccc1)c1c(F)c(F)c(F)c(F)c1F` = -20 | 1.4 | 104 | -4 | 110 | 0.2 | -10 | 0.5 | 20 | 1
# Listed for `CCn1c2ccccc2c2cc(/C=N/NC(=O)c3ccccc3)ccc21` = 1 | 1.2 | 102 | -2 | 77 | -0.3 | 32 | -0.2 | -1 | -3
# Listed for `Cc1ccc(C)c(S(=O)(=O)NCCOC(=O)Nc2sc(=S)n(C)c2C)c1` = -18 | 1.2 | 106 | -4 | 99 | -0.3 | 2 | 0.5 | 18 | -4
# Listed for `COc1ccc(CN(C(=O)c2ccco2)c2ccccc2)cc1` = 8 | 0.75 | 102 | -1 | 109 | -0.4 | -8 | 1.0 | -8 | -4
# Listed for `C=CCC1c2cccc(C(=O)O)c2C(=O)N1c1ccc(F)cc1` (stereo unspecified) = -6 | 0.9 | 96 | 5 | 91 | 0.2 | 15 | -0.9 | 6 | 0

# (further entries)
canonical_smiles | APP 5'UTR act | NF-kB expr up | STAT1 act | STAT1 inh | STAT3 act | Hsp70 act | STAT3 blocker | RAM inhibit | APP 5UTR inh | FLuc inh counter
C1CNC(C23CC4CC(CC(C4)C2)C3)=N1 | -4 | 1.1 | 98 | 2 | 102 | -0.4 | 2 | 0.3 | 4 | -9
Cc1nc(-c2ccc([N+](=O)[O-])cc2)sc1C(=O)O | 5 | 1.3 | 127 | -31 | 103 | 0.3 | 8 | -0.2 | -5 | 1
CCOC(=O)/C(=N/Nc1ccccc1)Sc1nnc(CCc2ccccc2)n1-c1ccccc1 | 22 | 1.1 | 100 | 0 | 107 | -0.3 | -9 | 7.4 | -22 | 0
O/N=C/c1cccn1-c1ccc(O)cc1 | 6 | 1.1 | 95 | 6 | 99 | -0.4 | 5 | 1.7 | -6 | -1
Cc1cc2ncn(/N=C/c3cccnc3)c2cc1C | -3 | 0.79 | 112 | -13 | 84 | -0.4 | 21 | 1.8 | 3 | -1
COc1ccc(C(=O)COC(=O)C2CCC(=O)N2)cc1 (stereo unspecified) | 12 | 1.4 | 121 | -22 | 102 | -0.1 | -3 | -0.3 | -12 | 6
CCN1CCN(C(=S)c2ccc(OCC(=O)Nc3ccc(OC)cc3)cc2)CC1 | 12 | . | 98 | 2 | 90 | -0.4 | 21 | . | -12 | .
COc1cc(CCC(=O)NNC(=O)c2ccc(C)cc2)cc(OC)c1OC | -4 | 1 | 97 | 3 | 104 | -0.4 | -6 | 0.8 | 4 | -6
CC(C)(C)c1cc(NC(=O)c2cccnc2)no1 | 48 | 2 | 120 | -21 | 101 | 0.5 | 2 | 0.5 | -48 | 15

# 6 compounds out of the list above, sorted by the number in STAT1 act, descending:
canonical_smiles | STAT1 act
Cc1nc(-c2ccc([N+](=O)[O-])cc2)sc1C(=O)O | 127
CC(C)(C)c1cc(NC(=O)c2cccnc2)no1 | 120
CCOC(=O)/C(=N/Nc1ccccc1)Sc1nnc(CCc2ccccc2)n1-c1ccccc1 | 100
CCN1CCN(C(=S)c2ccc(OCC(=O)Nc3ccc(OC)cc3)cc2)CC1 | 98
COc1cc(CCC(=O)NNC(=O)c2ccc(C)cc2)cc(OC)c1OC | 97
O/N=C/c1cccn1-c1ccc(O)cc1 | 95

# Laid out differently: 2 of the compounds above.
C1CNC(C23CC4CC(CC(C4)C2)C3)=N1
  APP 5'UTR act = -4	NF-kB expr up = 1.1	STAT1 act = 98	STAT1 inh = 2	STAT3 act = 102	Hsp70 act = -0.4	STAT3 blocker = 2	RAM inhibit = 0.3	APP 5UTR inh = 4	FLuc inh counter = -9
Cc1nc(-c2ccc([N+](=O)[O-])cc2)sc1C(=O)O
  APP 5'UTR act = 5	NF-kB expr up = 1.3	STAT1 act = 127	STAT1 inh = -31	STAT3 act = 103	Hsp70 act = 0.3	STAT3 blocker = 8	RAM inhibit = -0.2	APP 5UTR inh = -5	FLuc inh counter = 1
